PDI turbidity: inhibitors of human PDI, primary screen, biochemical, turbidity, single point, plate reader; Protein disulfide-isomerase (Homo sapiens), P07237; actives 0.052% (n = 350,000); PDI insulin aggregation turbidity, A650, 90 min; inhibition, % at 10 µM;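 active = mean inhibition across replicates of 30% or more, whatever share of single replicates reach that level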;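 also: absorbance from insulin aggregation driven by PDI reduction with DTT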
HTR2A ag: mouse Htr2a agonists via beta-arrestin recruitment, primary screen, cell-based, luminescence; 5-hydroxytryptamine receptor 2A (Mus musculus), P35363; CHO-K1 mHTR2A beta-arrestin complementation; percent of 30 µM serotonin response; activation, % at 7.6 µM; actives 0.66% (n = 360,000); AID 624169, 2012;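 active = activation above a run cutoff, the mean activation of all tested compounds plus 3 SD, cut at about 14% in these data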;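 also: 0% = plate median of compound wells and 100% = 30 µM serotonin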
Target sequence (P35363 whole entry, looked up): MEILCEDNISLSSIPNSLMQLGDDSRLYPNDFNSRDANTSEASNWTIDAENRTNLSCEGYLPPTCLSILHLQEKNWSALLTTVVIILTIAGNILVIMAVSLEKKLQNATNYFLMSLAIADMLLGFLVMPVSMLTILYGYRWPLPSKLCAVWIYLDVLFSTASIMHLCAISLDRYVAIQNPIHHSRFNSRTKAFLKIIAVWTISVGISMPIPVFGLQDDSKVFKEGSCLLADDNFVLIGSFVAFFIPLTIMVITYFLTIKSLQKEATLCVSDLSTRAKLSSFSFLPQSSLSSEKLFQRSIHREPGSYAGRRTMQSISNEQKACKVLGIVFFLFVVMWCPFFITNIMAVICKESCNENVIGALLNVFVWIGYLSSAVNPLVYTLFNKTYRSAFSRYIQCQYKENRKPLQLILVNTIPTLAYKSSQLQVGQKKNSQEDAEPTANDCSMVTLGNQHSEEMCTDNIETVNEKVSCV
H9c2 protect: cardioprotection against H2O2-induced cell death, primary screen, uHTS, H9c2 cells, ATPLite luminescence; H9c2 cardiomyocytes, H2O2 injury protection, 2 h; protection from H2O2 cell death, % at 20 µM; actives 0.63% (n = 360,000); AID 588492, 2011;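 active = compounds giving at least 50% protection of heart cells from peroxide-induced death in the single-dose screen, raw or plate-pattern-corrected value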;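 also: 0% = DMSO wells with peroxide and 100% = DMSO wells without peroxide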
Vif inh: HIV Vif self-association inhibitors, primary screen, imaging, HEK293T, single point; HEK293T cells, Vif self-association by quenched fluorescence, 24 h; inhibition, % at 7.49 µM; actives 0.35% (n = 340,000); AID 602346, 2012; in the data active = inhibition above about 50%, passing the limit was not always enough; also: some results filed as inactive read as strong as hits
CaV13 ICDI inh: Primary screen for inhibitors of IQ motif and Ca2+-dependent inactivation inhibitor domain binding in CACNA1D, Förster resonance energy transfer in living cells, …; AID 743397; inhibition, % at 12.3 µM; actives 0.098% (n = 340,000); HEK cells, CFP/YFP FRET ICDI-IQ, plate reader, 10 min; percent FRET-ratio fall versus neutral wells;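 active = mean replicate inhibition of at least 30% and at least 1% of replicates passing that level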;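 also: 0% = median of the neutral control wells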
aDG glyco up: activators of alpha-DG glycosylation, primary screen, uHTS, Pro5-aDG cells, AlphaScreen; alpha-DG glycosylation AlphaScreen (IIH6); 0% Pro5, 100% B10-LARGE cell signal; AID 624168, 2012; actives 0.22% (n = 360,000); activation, % at 10 µM;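 active = activation of at least 8% versus controls, or a plate z-score of at least 8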;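 also: Pro5 are CHO cells carrying HIG-tagged alpha-DG that lacks glycosylation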
MC4R antagonist: MC4R antagonists of cAMP signaling, primary screen, cell-based, TR-FRET, antagonist arm of biased-ligand search; Melanocortin receptor 4 (Homo sapiens), P32245; MC4R-expressing cells, MTII-stimulated cAMP, LANCE TR-FRET; inhibition, % at 6.5 µM; actives 0.48% (n = 360,000); AID 540295, 2011;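 active = inhibition above its plate's cutoff, the mean of tested wells on that plate plus 3 SD, cut at about 29% in these data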;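 also: 0% = Melanotan II alone and 100% = Melanotan II plus saturating MCL0020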
Target sequence (P32245 whole entry, looked up): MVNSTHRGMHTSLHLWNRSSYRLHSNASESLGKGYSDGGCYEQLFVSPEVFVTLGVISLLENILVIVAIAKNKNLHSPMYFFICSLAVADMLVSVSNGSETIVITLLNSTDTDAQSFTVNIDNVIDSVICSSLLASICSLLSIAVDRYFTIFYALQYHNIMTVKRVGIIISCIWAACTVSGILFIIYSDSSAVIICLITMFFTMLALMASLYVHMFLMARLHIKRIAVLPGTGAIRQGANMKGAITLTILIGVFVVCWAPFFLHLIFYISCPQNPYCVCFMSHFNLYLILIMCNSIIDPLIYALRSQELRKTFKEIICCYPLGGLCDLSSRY
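Assay system: U2OS cells stably expressing human melanocortin 4 receptor (MC4R) / Dosing: 6.5 µM / Timing: compound 30 min, challenge 1 h, detection 1 h / Measured by: Eu-cAMP/anti-cAMP TR-FRET, emission 671 nm / Replicates: singlicate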
Glyco luc inh: increase of ERlucT glycosylation luciferase signal, primary screen, N-linked glycosylation inhibitor project, D54 ERlucT cells, luminescence, set 2; D54 ERlucT glycosylation luciferase reporter, 24 h; percent of 100 nM tunicamycin response; reporter increase, % at 12.5 µM; actives 0.23% (n = 360,000);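 active = mean luciferase reporter signal, scaled so untreated is 0 and the glycosylation-blocking control 100, at or above a set limit in every replicate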;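 also: luciferase carries N-glycosylation sites so blocking glycosylation raises the light; 0% = median of neutral control wells and 100% = median of 100 nM tunicamycin wells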
ABCB6 inh 2: ABCB6 transporter inhibitors, primary screen, K562-ABCB6 cells, flow cytometry, MLPCN library. ATP-binding cassette sub-family B member 6 (Homo sapiens), Q9NP58. K562-ABCB6 porphyrin accumulation, 1 h; active compounds read low. fluorescence ratio to DMSO, % at 10 µM. actives 0.19% (n = 360,000);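 active = fluorescence ratio to DMSO below 75%, the collection mean minus 3 SD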;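 also: signal is porphyrin accumulated inside mitochondria; 100% equals median channel fluorescence of DMSO control wells; lower ratio means ABCB6 inhibition with less porphyrin fluorescence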
MC4R barr agon: MC4R agonists recruiting beta-arrestin, primary screen, cell-based, luminescence, agonist arm of biased-ligand search; U2OS MC4R beta-arrestin complementation; percent of melanotan II response, DMSO zero; AID 540308, 2011; actives 0.98% (n = 360,000); activation, % at 8.9 µM;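 active = activation above a per-plate cutoff, the mean activation of sample wells on that plate plus 3 SD, cut at about 8% in these data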
Active calls of the source: *; / = no result given.

Value order: PDI turbidity	HTR2A ag	H9c2 protect	Vif inh	CaV13 ICDI inh	aDG glyco up	MC4R antagonist	Glyco luc inh	ABCB6 inh 2	MC4R barr agon
Cn1c(N)c(S(=O)(=O)N2CCN(c3ccccc3F)CC2)c(=O)n(C)c1=O
  -7	2	-3	-4	/	0.2	-1	0	100	-0.1
C=CCOc1c(Br)cc(/C=N/O)cc1OCC
  1	3	-4	0	-7	-0.1	0	-1	98	-0.9
Cc1ccc(S(=O)(=O)NCCc2ccc(S(N)(=O)=O)cc2)cc1
  -6	-3	-3	-15	-4	0.1	4	-1	99	-0.4
C=CCn1c(SCC(=O)Nc2ccc(-c3nc4ccc(C)cc4s3)cc2)nnc1-c1ccncc1
  -9	3	-8	1	-13	0.0	6	-3	99	0.6
COc1cccc(CNS(=O)(=O)c2ccc3c(c2)CC(C)N3C(=O)C2CCC2)c1 (stereo not drawn)
  -1	0	-14	-3	-1	0.6	-2	-2	97	-1.7
Cc1ccc(S(=O)(=O)N2CCC(Oc3ccc(-n4cnnn4)cc3)CC2)cc1
  -2	2	-2	8	-2	-0.3	-1	-1	96	-2.6
COc1ccc(CNc2oc(-c3ccccc3)nc2C#N)cc1
  /	-2	-21	4	-2	0.0	-8	1	99	1.2
COc1ccc(OC)c(-n2nnnc2SCC(=O)NCc2ccc3c(c2)OCO3)c1
  9	-2	-1	-2	/	0.4	0	-3	102	0.1
Cc1ccccc1Nc1sc(C(=O)Nc2cccc(Cl)c2)c(N)c1C(N)=O
  -3	0	-2	-5	-3	-0.1	-7	2	84	-0.9
O=C(CSc1nnc(Nc2ccccc2)s1)NCc1cccs1
  -8	-4	2	-19	-17	-0.2	2	3	88	-0.5
COc1ccc(C(=O)C(Sc2nnc(C)c(=O)[nH]2)c2ccc(OC)cc2)cc1 (stereo not drawn)
  6	1	1	2	-3	0.4	-1	-1	96	-1.6
COc1ccc(C2=NC(=O)NC2c2ccc(OC)cc2)cc1 (stereo not drawn)
  1	-3	5	5	-4	-0.1	6	0	93	0.0
COc1ccc(-n2ncc3c(N4CCN(Cc5ccccc5)CC4)ncnc32)cc1
  -5	-2	11	-18	-19	-0.8	11	7	93	1.0
Cc1c(C(=O)Nc2ccc(S(=O)(=O)Nc3ncccn3)cc2)oc2ccccc12
  4	8	-8	-4	-3	-0.2	16	5	93	-1.9
CC(=O)Nc1c(C(=O)c2ccc(F)cc2)oc2ccccc12
  8	-4	-3	-10	-4	0.2	5	-1	93	3.2
COc1ccc(-n2nc3c(c2NC(=O)COc2ccccc2)CS(=O)(=O)C3)cc1
  -9	3	0	5	-14	0.0	-2	-2	98	-1.1
CCN(CC)CCN1C2=C(C(=O)CC(C)(C)C2)C(c2cccc(F)c2)C2=C1CC(C)(C)CC2=O
  6	-1	11	-10	123*	0.6	-6	1	92	4.5
CCOc1ccc(N(CC(=O)NC2CCCCC2)S(=O)(=O)c2ccc(C)cc2)cc1
  -1	11	2	40	-4	0.1	10	-4	96	-1.5
CCCNC(=O)C1(C)CCN(C(=O)c2ccc(C)c(F)c2)C1 (stereo not drawn)
  -10	-4	-3	/	-5	-0.3	1	2	99	-1.6
Cc1ccc(S(=O)(=O)CCNC(=O)Cc2ccccc2)cc1
  8	1	-6	12	2	0.1	5	1	94	-1.4
O=C(COc1ccc(F)cc1)N(Cc1cccc(Br)c1)C1CCS(=O)(=O)C1 (stereo not drawn)
  -2	-3	5	0	-7	0.0	19	-1	98	0.1
CC/C(C)=N/NC(=O)c1[nH]c2ccc(C)cc2c1-c1ccccc1
  -3	0	14	-2	6	0.1	-5	3	100	-3.5
COc1ccccc1C(=O)N/C(=C\c1ccc(Br)cc1)C(=O)NCCC(=O)O
  -3	0	-3	-2	-5	-0.1	9	0	98	-1.6
Cc1ccc(CN2CCC(CNC(=O)Nc3ccccc3F)CC2)cc1
  2	0	0	3	-5	-0.1	-3	-4	99	1.1
CC(=O)N/C(=C/c1ccc(OS(=O)(=O)c2ccc(C)cc2)cc1)C(=O)Nc1ccc(C(=O)O)cc1
  -7	-5	-6	-4	-5	-0.1	5	-1	103	-1.1
COCCNc1cc(C)nc2cc(-c3ccc(C)cc3)nn12
  -1	6	-11	-8	1	0.0	13	1	100	-1.7
CC1=C(C(=O)OCc2ccccc2)C(c2ccccc2OS(=O)(=O)c2ccc([N+](=O)[O-])cc2)NC(=O)N1CCCC(=O)O (stereo not drawn)
  8	0	18	-3	-5	0.2	13	-1	100	-2.2
C/C(=N/Nc1ccc(C)cc1)C1(C)N(O)C(C)(C)C(c2ccco2)=[N+]1[O-] (stereo not drawn)
  -10	0	-1	1	-5	-0.1	6	3	99	-1.4
CCOc1ccc(C2C(C(=O)c3ccc(C)o3)=C(O)C(=O)N2CCCN(CC)CC)cc1 (stereo not drawn)
  1	0	7	6	-15	0.2	10	2	101	-1.9
CCNc1ccc(C(=O)OCC(=O)N(Cc2ccccc2)C(C)(C)C)cc1[N+](=O)[O-]
  4	-2	-7	0	-3	-0.1	15	-4	102	1.9
Oc1ccccc1CN1CCCN(Cc2ccccc2O)C1
  5	-2	2	-7	-4	0.6	-1	-2	91	-0.3
Cc1cccc(OCCCCCN2CCOCC2)c1C
  -4	-2	2	0	-4	0.1	5	0	98	-0.5
O=C(O)c1sc2cc(C(F)(F)F)cnc2c1-c1ccccc1
  4	6	-20	11	-9	0.4	4	2	94	1.1
CC(C)(C)c1ccc(C(=O)Nn2cnnc2)cc1
  5	4	-8	6	-6	-0.2	15	1	101	-1.4
CC(C)C(=O)Nc1ccc(S(=O)(=O)Nc2nccc(/C=C/c3ccccc3)n2)cc1
  5	5	2	5	-3	0.2	-1	-1	96	0.3
Cc1cc(OCCN2CCOCC2)ccc1Cl
  5	-5	2	-3	-4	0.0	15	2	102	-0.9
CCOC(=O)C1CCN(C(=O)c2ccc(NC(=O)C3CCCO3)cc2)CC1 (stereo not drawn)
  -1	-6	-5	19	-3	-0.1	1	-1	95	-0.5
CCc1sc(NC(=O)COC)nc1-c1ccccc1
  -14	-1	0	/	-2	-0.1	-4	1	88	0.2
COc1ccc(C(=O)Nc2cccc(NC(=O)c3ccc(OC)cc3OC)n2)c(OC)c1
  0	10	-11	-9	-21	-0.2	1	4	98	3.4
COc1cc(NS(=O)(=O)c2cccc3nsnc23)c(C(=O)O)cc1OC
  4	4	-14	7	/	0.0	4	1	108	-0.7
O=C1c2ccccc2C(=O)c2cc(S(=O)(=O)Nc3ccccc3)ccc21
  -2	-3	-16	-1	-5	1.5	12	6	106	2.4
COc1ccccc1CNc1nc(-c2ccccc2CO)c2sccc2n1
  0	-2	3	0	-9	0.0	1	0	96	-2.3
Cc1ccccc1NC(=S)N(CCN1CCOCC1)Cc1ccccc1F
  0	4	5	6	-3	0.4	11	2	97	-0.7
CC(=O)Nc1ccc(NC(=O)COc2cccc3c2OC(C)(C)C3)cc1
  4	0	15	1	5	-0.3	6	0	99	-4.2
Cc1[nH]n(-c2ccccc2)c(=O)c1C=Nc1ccc(S(N)(=O)=O)cc1
  -4	5	-5	-14	3	0.0	15	0	105	-1.6
Cc1[nH]c(=O)nc2c1CCC2
  6	2	9	8	-17	0.1	7	0	87	-0.6
COc1ccccc1CCC(=O)OCC(=O)Nc1ccc(S(N)(=O)=O)cc1
  7	-3	-1	-1	-1	-0.1	12	0	99	-1.7
CCOC(=O)Nc1cc2c(cc1C(C)=O)OCO2
  0	-2	4	/	-10	-0.1	8	3	96	-1.4
CCc1nc(CN2CCCC(C(=O)c3ccc4c5c(cccc35)CC4)C2)c(C)[nH]1 (stereo not drawn)
  19	-1	-9	2	2	7.3*	4	-2	97	-0.1
COc1ccc(C(=O)C2CCCN(S(=O)(=O)c3cccnc3)C2)c(C)c1 (stereo not drawn)
  2	2	-5	-10	2	0.6	1	1	89	-1.9
NC(=O)C(=O)NCCCN1CCOCC1
  -3	3	-6	1	-6	-0.4	5	2	104	-1.1
CC1(c2nnnn2Cc2ccccc2)CCC(=O)N1Cc1cccc(C(F)(F)F)c1 (stereo not drawn)
  /	4	/	/	-9	-0.2	/	/	99	/

Sorted by molar mass (low to high): 3 of the compounds above
Value order: PDI turbidity	HTR2A ag	H9c2 protect	Vif inh	CaV13 ICDI inh	aDG glyco up	MC4R antagonist	Glyco luc inh	ABCB6 inh 2	MC4R barr agon
Cc1[nH]c(=O)nc2c1CCC2
  6	2	9	8	-17	0.1	7	0	87	-0.6
CCOC(=O)Nc1cc2c(cc1C(C)=O)OCO2
  0	-2	4	/	-10	-0.1	8	3	96	-1.4
COc1ccccc1CCC(=O)OCC(=O)Nc1ccc(S(N)(=O)=O)cc1
  7	-3	-1	-1	-1	-0.1	12	0	99	-1.7

From PubChem
